Source: PubChem
RAM inhibit: yeast RAM network inhibition; S. cerevisiae dse1pr::URA3 reporter, 5-FOA growth OD615, 2 d; analog-sensitive cbk1-as2 kinase mutant strain; inhibition, % at 50 µM; 190,000 compounds, 1.8% hits;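 active = inhibition above a set limit, 3 SD over mean compound inhibition, cut at about 8.4% in these data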;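 also: 0% = DMSO-only wells with no growth and 100% = 10 µM 1-NA-PP1 full growth; inhibition rescues growth on 5-FOA so higher OD means more RAM inhibition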
Lmaj promast: reduces viability of Leishmania major promastigotes. inhibition, % at 10 µM. resazurin fluorescence viability. 200,000 compounds, 9% hits; in the data active = inhibition above about 50%;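 also: promastigotes grown with compound for 44 hours at 28 °C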
TNAP inh hiacc: blocks human TNAP under high phosphate acceptor concentration | P05186 | purified TNAP, CDP-star luminescence, 1 M DEA | inhibition, % at 20 µM | 200,000 compounds, 0.03% hits;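 active = over 50% inhibition of tissue-nonspecific alkaline phosphatase at 20 µM in the single-dose screen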;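 also: plate controls were DMSO wells for no effect and EDTA-quenched wells as full inhibition for full effect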
Target sequence (P05186 whole entry, looked up): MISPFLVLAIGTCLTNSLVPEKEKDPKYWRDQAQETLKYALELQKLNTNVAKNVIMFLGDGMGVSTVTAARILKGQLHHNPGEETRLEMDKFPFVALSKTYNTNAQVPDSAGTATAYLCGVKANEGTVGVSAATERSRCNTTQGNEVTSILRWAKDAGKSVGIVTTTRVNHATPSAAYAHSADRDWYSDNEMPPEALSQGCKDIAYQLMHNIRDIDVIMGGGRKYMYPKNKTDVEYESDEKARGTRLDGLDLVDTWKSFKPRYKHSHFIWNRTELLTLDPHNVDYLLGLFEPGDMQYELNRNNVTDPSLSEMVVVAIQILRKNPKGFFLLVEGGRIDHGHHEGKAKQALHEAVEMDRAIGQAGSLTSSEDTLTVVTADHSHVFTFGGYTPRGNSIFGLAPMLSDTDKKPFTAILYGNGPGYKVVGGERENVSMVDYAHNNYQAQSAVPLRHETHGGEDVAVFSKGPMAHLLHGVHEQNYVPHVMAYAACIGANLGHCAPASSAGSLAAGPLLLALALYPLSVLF
TNAP act hi DEA: activators of human TNAP at high phosphate acceptor concentration | P05186 | purified TNAP, CDP-star luminescence, 1 M DEA, 30 min; active compounds read high; 0 = EDTA background, 1 = DMSO-only activity | activation factor at 20 µM | 200,000 tested, under 10 active | AID 1136;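 active = activation factor at least 2 at 20 µM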
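system = human TNAP | amount = enzyme diluted 1/800 final | reagent = 100 µM CDP-star substrate | signal = luminescent substrate turnover signal | dosing = one dose, 20 µM | benchmarks = EDTA negative control, DMSO positive control | measure = activation factor | timing = 30 min reaction, room temperature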
APP 5UTR inh: APP translation inhibition. SH-SY5Y APP 5'UTR-luciferase reporter, luminescence. inhibition, % at 2 µM. 190,000 compounds, 0.82% hits. AID 1285;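 active = inhibition above a set limit, derived from the sample mean plus 3 SD, cut at about 45% in these data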; also: values of inactives mirror those of a sister screen read the other way
bIAP inhibitor: blocks bovine intestinal alkaline phosphatase activity. purified bovine IAP, CDP-star luminescence, 30 min. inhibition, % at 20 µM. 190,000 tested, under 10 active. AID 1019;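 active = over 50% inhibition of intestinal alkaline phosphatase at 20 µM in the single-dose screen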
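System: purified bovine intestinal alkaline phosphatase (IAP) enzyme; Input: IAP diluted 1/65,000,000 in the well; Measured by: CDP-star luminescence signal; Compound dosing: 20 µM single dose; Incubation: 30 min reaction at room temperature.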
FLuc stim CS: affects firefly luciferase, flagging false hits in luciferase stimulation screens | P08659 | ATPlite luciferase biochemical, luminescence, 10 min; 0 = ATP-free wells, 1 = DMSO control | activation factor at 10 µM | 200,000 tested, under 10 active;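 active = luciferase activation factor, scaled between plate controls, of at least 2 with compound at 10 µM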
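Assay system: Luciferase/luciferin reagent mix; Medium: PBS as buffer for the ATP substrate; Dosing: test compounds dosed from 2 mM stocks in 100% DMSO; Times: 10 min, room temperature; Signal: luminescence from luciferase reaction; Read-out: luciferase activation; Controls: No-ATP low control, compound-free enzyme-plus-ATP high control.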
FLuc inh counter: inhibits firefly luciferase, flagging false hits in luciferase inhibition screens | inhibition, % at 10 µM | ATPLite firefly luciferase biochemical luminescence, 10 min | 200,000 compounds, 1.5% hits | P08659;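 active = inhibition above about 50% when tested at 10 µM, limit read from the data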
TNAP inh noacc: TNAP (human) inhibition, acceptor-free conditions | P05186 | purified TNAP, CDP-star luminescence, 30 min | inhibition, % at 20 µM | 200,000 compounds, 0.26% hits | AID 1012;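 active = tissue-nonspecific alkaline phosphatase inhibition above about 50% at 20 µM in the single-dose screen, limit read from the data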;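 also: 0% = DMSO negative control and 100% = EDTA positive control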
bIAP act: intestinal alkaline phosphatase (bovine) activation | purified bovine IAP, CDP-star luminescence, 30 min; active compounds read high; fold of DMSO-control signal, blank-subtracted | activation factor at 20 µM | 200,000 compounds, 0.17% hits | AID 1016;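 active = activation factor of 2 or more at 20 µM, a signal rise over negative controls twice the positive control's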
* hit, by the source's call; nt = not tested or not shown. Outcome played no part in choosing rows; 13% or so of the library scored in one or more.

entry	molecule	RAM inhibit	Lmaj promast	TNAP inh hiacc	TNAP act hi DEA	APP 5UTR inh
1	O=C1CC[C@@H](CN(Cc2ccccc2)Cc2cn[nH]c2-c2cc3ccccc3o2)N1	1.5	7	-11	1.1	-4
2	C[C@@H](CN1C2=NC[C@H](Cc3ccccc3)N2C[C@H]1Cc1ccc(O)cc1)NC(=O)CCC1CCCCC1	1.4	-2	-7	1.1	-25
3	Cn1nnnc1SCC(=O)Nc1ccc(Cl)cc1Cl	nt	0	-3	1	-9
4	COc1cccc(C2=NOC(C(=O)NCc3cccs3)C2)c1 (stereo not given)	1.5	-4	0	1	9
5	O=C(N/N=C/c1cc2c(cc1Br)OCO2)C1COc2ccccc2O1 (stereo not given)	3.3	38	-7	1.1	6
6	C=CCNC(=O)c1ccccc1NC(=O)c1ccccc1	0.1	5	-4	1	-16
7	O=C(C1CC1)N1CCc2cc(S(=O)(=O)NCCC3=CCCCC3)ccc21	11*	0	-3	1	-2
8	Cc1cccc(NC(=O)C(C)OC(=O)c2ccccc2NS(=O)(=O)c2cc(C)c(C)c([N+](=O)[O-])c2)c1 (stereo not given)	4.7	5	-3	1	-3
9	S=c1[nH]nc(-c2ccco2)n1Cc1ccccc1	0.0	-5	-3	1	5
10	CC1=C(C(=O)N2CCOCC2)C(c2ccc(-c3ccccc3)cc2)NC(=S)N1 (stereo not given)	0.6	10	-2	1	-11

entry	bIAP inhibitor	FLuc stim CS	FLuc inh counter	TNAP inh noacc	bIAP act
1	-12	1.1	-6	-18	1.1
2	-21	1	-1	-8	1.2
3	2	1.1	-6	-2	1
4	10	1	0	-7	0.9
5	-7	1	-2	-16	1.1
6	18	0.9	6	-10	0.8
7	4	1	-4	-8	1
8	-9	1.2	-19	-1	1.1
9	-21	1	1	39	1.2
10	0	1	-5	-8	1

New compounds follow:
entry	molecule	RAM inhibit	Lmaj promast	TNAP inh hiacc	TNAP act hi DEA	APP 5UTR inh
11	CC(=O)c1cccc(NC(=O)CN(C)S(=O)(=O)c2ccccc2)c1	3.9	-6	-6	1.1	-24
12	CCOC(=O)/C(C(N)=NC)=C(\O)c1ccccc1	0.3	-1	3	1	-16
13	COc1cc(/C=N/OCC(=O)NC23CC4CC(CC(C4)C2)C3)ccc1OCc1ccccc1	12*	18	-2	1	-18
14	Cc1ccc(CNC(=O)CCS(=O)(=O)c2ccc(Br)s2)cc1	1.7	-8	-4	1	0
15	OCCC1CN(Cc2cn[nH]c2C2CCCCC2)CCN1Cc1ccccc1 (stereo not given)	0.1	2	-7	1.1	-7
16	Cc1ccccc1OCC(=O)Nc1ccc(C(N)=O)cc1	5.2	-3	-1	1	-4
17	Cc1ccc(S(=O)(=O)Oc2ccccc2N2C(=O)C3CC=CCC3C2=O)cc1 (stereo not given)	-0.5	-2	1	1	6
18	COc1cc(-c2nc(-c3ccccn3)no2)cc(OC)c1OC	0.5	1	-6	1.1	-77
19	Cc1ccc(S(=O)(=O)n2cnc3cc([N+](=O)[O-])ccc32)c(C)c1C	2.2	-2	2	1	-2
20	Nc1nc(-c2cccs2)cs1	0.7	-3	-4	1	-6

entry	bIAP inhibitor	FLuc stim CS	FLuc inh counter	TNAP inh noacc	bIAP act
11	8	1	-1	-11	0.9
12	8	1	-4	-7	0.9
13	3	0.8	15	-6	1
14	-3	1	2	-6	1
15	-20	1	-4	-4	1.2
16	4	1	-1	-7	1
17	2	1	3	-8	1
18	6	0.9	6	-8	0.9
19	1	1.1	-6	-5	1
20	6	1	0	-12	0.9

Remaining list, next part.
entry	molecule	RAM inhibit	Lmaj promast	TNAP inh hiacc	TNAP act hi DEA	APP 5UTR inh
21	c1ccc2[nH]c(SCc3cscn3)nc2c1	1.8	-2	-2	1	-27
22	Brc1cc2c(cc1C1Nc3ccccc3C3C=CCC31)OCO2 (stereo not given)	3.2	10	-2	1	nt
23	CN(C)CCCNC(=O)c1ccc(/C=N/O)nc1	0.1	-3	-5	1.1	-15
24	COc1ccc(C2CC(c3cccs3)=NN2C(=O)COC(=O)c2cc3ccccc3cc2O)cc1OC (stereo not given)	4.2	58*	-3	1	0
25	CCc1ccc(C2(O)CC(C(F)(F)F)=NN2C(=O)Cc2ccc([N+](=O)[O-])cc2)cc1 (stereo not given)	0.8	1	4	1	-9
26	CCCCNC(=O)/C(C#N)=C/c1ccc(C(=O)OC)cc1	-0.2	24	3	1	-41
27	S=C(Nc1ccc(Cl)cc1Cl)NC1CCN(Cc2ccccc2)CC1	0.0	92*	0	1	-26
28	COc1ccc2[nH]c(=O)c(CN(CC3CCCO3)C(=S)Nc3ccc(C)cc3)cc2c1 (stereo not given)	5.2	38	-6	1.1	-6
29	CCOC(=O)c1sc(NC(=O)Nc2ccccc2F)nc1C	1.5	-10	1	1	-162
30	OCCSc1nc(-c2cccnc2)nc2ccccc12	0.5	7	-8	1.1	8

entry	bIAP inhibitor	FLuc stim CS	FLuc inh counter	TNAP inh noacc	bIAP act
21	-23	0.9	7	-10	1.2
22	-7	1	-4	-59	1.1
23	5	1	0	-12	0.9
24	16	1.1	-12	-5	0.8
25	-7	1	-4	-1	1.1
26	-6	1	-1	-3	1.1
27	-5	1.1	-6	-10	1.1
28	8	1.1	-7	-8	0.9
29	-36	0.2	84*	0	1.4
30	9	1.1	-8	-1	0.9

6 entries out of the list, sorted by heavy-atom count, lowest first.
entry	molecule	RAM inhibit	Lmaj promast	TNAP inh hiacc	TNAP act hi DEA	APP 5UTR inh
23	CN(C)CCCNC(=O)c1ccc(/C=N/O)nc1	0.1	-3	-5	1.1	-15
30	OCCSc1nc(-c2cccnc2)nc2ccccc12	0.5	7	-8	1.1	8
22	Brc1cc2c(cc1C1Nc3ccccc3C3C=CCC31)OCO2 (stereo not given)	3.2	10	-2	1	nt
27	S=C(Nc1ccc(Cl)cc1Cl)NC1CCN(Cc2ccccc2)CC1	0.0	92*	0	1	-26
25	CCc1ccc(C2(O)CC(C(F)(F)F)=NN2C(=O)Cc2ccc([N+](=O)[O-])cc2)cc1 (stereo not given)	0.8	1	4	1	-9
28	COc1ccc2[nH]c(=O)c(CN(CC3CCCO3)C(=S)Nc3ccc(C)cc3)cc2c1 (stereo not given)	5.2	38	-6	1.1	-6

entry	bIAP inhibitor	FLuc stim CS	FLuc inh counter	TNAP inh noacc	bIAP act
23	5	1	0	-12	0.9
30	9	1.1	-8	-1	0.9
22	-7	1	-4	-59	1.1
27	-5	1.1	-6	-10	1.1
25	-7	1	-4	-1	1.1
28	8	1.1	-7	-8	0.9

The list continues:
entry	molecule	RAM inhibit	Lmaj promast	TNAP inh hiacc	TNAP act hi DEA	APP 5UTR inh
31	Brc1ccc(OCc2nnc3n2CCC3)cc1	0.7	-3	-2	1	20
32	CCN(CC)C(=O)CSc1nnc([C@H](Cc2c[nH]c3ccccc23)NC(=O)OC(C)(C)C)o1	0.9	-6	-3	1	0
33	O=C(NCc1cccs1)c1nn2cccnc2c1Cl	2.5	-6	-3	1	-17
34	C=CCn1c(P(=O)(O)c2ccccc2)nc2ccccc21	0.6	-8	-2	1	-8
35	CC(=O)N1CCC(N(CCN2CCOCC2)C(=S)Nc2cccc(C)c2)CC1	0.1	-5	2	1	14
36	Cc1ccc(C(=O)Nc2ncc(C)s2)o1	0.5	-2	2	1	-30
37	O=S(=O)(NCCOc1ccccc1)c1ccc2ccccc2c1	2.2	-1	-1	1	14
38	CNC(=S)N/N=C/c1cn(CCOc2cccc(OC)c2)c2ccccc12	3.7	11	-4	1	11
39	COc1ccc(Cc2c(N)nc(N)nc2N)cc1	-0.8	4	2	1	-6
40	COc1ccc(S(=O)(=O)Nc2cc(C)ccn2)cc1	0.1	-4	-1	1	1

entry	bIAP inhibitor	FLuc stim CS	FLuc inh counter	TNAP inh noacc	bIAP act
31	10	1.1	-6	-14	0.9
32	-1	1.1	-10	-2	1
33	14	1	-2	-12	0.9
34	-2	1	1	-12	1
35	-18	1	-3	-12	1.2
36	-1	0.6	41	-7	1
37	14	1	-3	-7	0.9
38	2	0.9	7	-4	1
39	11	1	-3	8	0.9
40	10	1.1	-7	-18	0.9

Carrying on:
entry	molecule	RAM inhibit	Lmaj promast	TNAP inh hiacc	TNAP act hi DEA	APP 5UTR inh
41	Cc1cc(F)ccc1S(=O)(=O)Nc1ncnc2sc3c(c12)CCC3	1.7	-4	-1	1	2
42	CC1(C)CC(=O)C2=C(C1)NC(=O)CC2c1cc(F)ccc1F (stereo not given)	1.4	-2	-4	1	-22
43	CC(=O)Nc1cccc(NC(=O)CSc2nc3ccccc3o2)c1	0.9	7	-4	1	-14
44	COc1ccc(S(=O)(=O)N2CCC(C(N)=O)(N3CCCCC3)CC2)cc1	2.6	-5	-5	1.1	3
45	COc1ccc(C(CCN)Cc2ccccc2)cc1 (stereo not given)	2.9	51*	-4	1	3
46	Cc1cccc(Cc2c(C)nc3nc(SCC(=O)O)nn3c2C)c1	1.6	0	0	1	-9
47	Cc1nnsc1C(=O)N1CCCC(C(=O)c2ccc(C(F)(F)F)cc2)C1 (stereo not given)	0.7	-4	-12	1.1	25
48	O=P(O)(O)c1ccccc1OCCOCCOCCOCCOc1ccccc1P(=O)(O)O	0.6	3	2	1	-32
49	Oc1c(CN2CCOCC2)cc(-c2ccccc2)cc1CN1CCOCC1	1.3	4	-4	1	-28
50	CCOc1ccc(C(=O)Nc2ccc3c(c2)OCCO3)cc1[N+](=O)[O-]	0.9	-2	0	1	-19
51	COc1ccc(Cl)cc1NS(=O)(=O)c1cc(Cl)ccc1OC	2.0	18	1	1	12
52	CCC1Oc2ccc(C)cc2N(CC(=O)NCCCN2CCCCC2CC)C1=O (stereo not given)	-0.2	17	-4	1	-4
53	COc1ccc(-c2nn3c(C4CCCCC4)nnc3s2)cc1OC	1.8	6	-2	1	-10

entry	bIAP inhibitor	FLuc stim CS	FLuc inh counter	TNAP inh noacc	bIAP act
41	-8	1.1	-5	-13	1.1
42	-4	1.1	-6	-12	1
43	2	1	-1	2	1
44	11	1	-3	-19	0.9
45	2	1.1	-7	-8	1
46	24	1	-1	-11	0.8
47	3	1.1	-6	-10	1
48	31	1	-3	17	0.7
49	-2	1.1	-8	-8	1
50	9	0.9	9	-10	0.9
51	0	1	-4	-3	1
52	-16	1.1	-8	-14	1.2
53	-8	1	0	-9	1.1
